Compound activity: PubChem, several laboratories
EBV LMP1 NFkB: Epstein-Barr LMP1 NF-kappaB reporter inhibition | inhibition, % at 12.5 µM | 350,000 compounds, 0.69% hits | AID 504558 | LMP1-induced NF-kappaB luciferase reporter cells, luminescence; in the data active = inhibition above about 41%;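 also: 0% = neutral control wells and 100% = reference inhibitor control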
C8 TRAIL sens: caspase-8 TRAIL sensitization. NB7+C8 cells + TRAIL, ATPlite viability luminescence. inhibition (viability loss, TRAIL sensitization), % at 10 µM. 360,000 compounds, 1% hits;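 active = compounds causing at least 50% loss of cell viability in the single-dose screen, relative to plate controls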
LRH-1 inv ag: inverse agonists of human LRH-1 (NR5A2) | HEK293T StAR-luciferase reporter, LRH-1 transfected, 24 h | inhibition, % at 3.6 µM | 360,000 compounds, 0.13% hits;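 active = inhibition above the mean inhibition of all tested compounds plus 3 SD, cut at about 73% in these data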;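 also: 0% = DMSO wells and 100% = reporter-only cells lacking LRH-1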
NCOA3 inh: human NCOA3 inhibition. Q9Y6Q9. HEK293 GAL4-SRC3 luciferase reporter, luminescence. inhibition, % at 3.6 µM. 360,000 compounds, 0.17% hits. AID 588352;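 active = inhibition above a per-campaign cutoff, the mean of all compounds plus 3 SD, cut at about 60% in these data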;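 also: 0% = DMSO-treated cells and 100% = gossypol-treated cells at 36 µM; higher means less SRC3-driven luciferase light from the GAL4 reporter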
Target sequence (Q9Y6Q9 whole entry, looked up, the tested form may be a part): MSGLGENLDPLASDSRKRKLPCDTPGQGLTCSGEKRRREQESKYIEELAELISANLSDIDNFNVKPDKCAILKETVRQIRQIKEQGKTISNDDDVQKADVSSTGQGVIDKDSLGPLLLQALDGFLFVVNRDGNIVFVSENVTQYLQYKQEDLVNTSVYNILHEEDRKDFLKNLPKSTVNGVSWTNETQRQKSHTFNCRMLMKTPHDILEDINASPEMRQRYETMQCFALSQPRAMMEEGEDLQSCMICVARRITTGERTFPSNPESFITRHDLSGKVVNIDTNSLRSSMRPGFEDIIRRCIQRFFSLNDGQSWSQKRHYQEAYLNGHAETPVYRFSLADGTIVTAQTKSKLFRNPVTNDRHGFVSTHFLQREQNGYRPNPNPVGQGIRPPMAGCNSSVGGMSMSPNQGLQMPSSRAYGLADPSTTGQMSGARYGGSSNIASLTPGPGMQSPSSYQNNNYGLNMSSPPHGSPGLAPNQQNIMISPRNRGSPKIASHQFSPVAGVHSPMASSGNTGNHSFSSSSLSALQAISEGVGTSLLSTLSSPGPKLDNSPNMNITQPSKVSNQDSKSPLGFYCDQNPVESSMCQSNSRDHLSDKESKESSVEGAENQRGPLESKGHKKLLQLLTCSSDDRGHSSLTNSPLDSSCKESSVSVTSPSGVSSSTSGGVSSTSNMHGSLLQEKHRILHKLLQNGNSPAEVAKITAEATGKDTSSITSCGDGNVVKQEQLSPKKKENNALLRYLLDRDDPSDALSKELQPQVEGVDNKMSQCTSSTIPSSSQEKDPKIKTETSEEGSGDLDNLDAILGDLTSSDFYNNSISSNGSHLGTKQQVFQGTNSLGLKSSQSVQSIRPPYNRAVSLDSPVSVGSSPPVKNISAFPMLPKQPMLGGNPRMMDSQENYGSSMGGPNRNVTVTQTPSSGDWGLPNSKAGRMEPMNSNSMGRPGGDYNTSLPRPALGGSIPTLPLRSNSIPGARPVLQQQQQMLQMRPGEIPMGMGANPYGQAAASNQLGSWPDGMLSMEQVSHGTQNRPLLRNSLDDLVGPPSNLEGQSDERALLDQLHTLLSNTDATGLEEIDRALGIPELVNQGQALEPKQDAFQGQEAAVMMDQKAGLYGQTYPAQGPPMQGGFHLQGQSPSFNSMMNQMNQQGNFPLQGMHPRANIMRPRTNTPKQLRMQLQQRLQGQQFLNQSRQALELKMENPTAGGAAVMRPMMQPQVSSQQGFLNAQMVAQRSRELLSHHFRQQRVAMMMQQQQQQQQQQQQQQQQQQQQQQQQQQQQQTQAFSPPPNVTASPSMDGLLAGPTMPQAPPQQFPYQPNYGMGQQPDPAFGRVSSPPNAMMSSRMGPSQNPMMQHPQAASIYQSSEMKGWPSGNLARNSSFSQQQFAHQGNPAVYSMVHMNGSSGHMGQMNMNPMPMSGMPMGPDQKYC
COUP-TFII inh: inhibitors of human COUP-TFII (NR2F2) | P24468 | HEK293T NGFI-A luciferase reporter, luminescence | inhibition, % at 8.6 µM | 370,000 compounds, 0.7% hits;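 active = inhibition above a per-plate cutoff, mean inhibition of test wells between control levels plus 3 SD, cut at about 38% in these data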;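 also: cells cotransfected with COUP-TFII expression vector driving the NGFI-A reporter; 0% = median of COUP-TF2 test wells and 100% = reporter-only cells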
TROY NFkB inh: inhibitors of TROY-dependent NF-kB signaling; Q293 LMP1-TROYcd NF-kB luciferase reporter, 4 h; inhibition, % at 10 µM; 360,000 compounds, 0.98% hits;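 active = compounds whose plate-normalised and pattern-corrected inhibition of the luciferase reporter signal at the single screening dose is 50% or more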
NCOA2 inhibitor: human SRC2 (NCOA2) inhibition. Q15596. HEK293 GAL4-SRC2 luciferase reporter, luminescence. inhibition, % at 9 µM. 370,000 compounds, 0.17% hits;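 active = inhibition above the mean inhibition of all tested compounds plus 3 SD, set per campaign, cut at about 52% in these data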;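 also: 0% = DMSO treated cells and 100% = cells given Gossypol at 36 µM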
TLR9-MyD88 block: inhibitors of human TLR9-MyD88 binding; Q9NR96+Q99836; CHO BLA complementation TLR9-MyD88, CCF4 FRET ratio; inhibition, % at 4.98 µM; 340,000 compounds, 0.21% hits; AID 504734;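 active = inhibition above the mean over all tested compounds plus 3 SD, cut at about 21% in these data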;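 also: 0% = DMSO only wells and 100% = clavulanate BLA inhibitor control wells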
SRC1 inh: inhibitors of human steroid receptor coactivator 1 (SRC1); AID 588354; 360,000 compounds, 0.12% hits; HEK293 GAL4-SRC1 luciferase reporter, luminescence; Q15788; inhibition, % at 3.6 µM;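 active = inhibition above the campaign mean plus 3 SD, with each screening campaign given its own cutoff, cut at about 60% in these data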;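 also: 0% = DMSO treated cells and 100% = gossypol at 36 µM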
TWEAK Fn14 block: TWEAK-Fn14 signaling inhibition; TWEAK-stimulated Fn14 reporter cells, luciferase luminescence, 8 h; inhibition, % at 10 µM; 360,000 compounds, 2% hits; AID 1159606; in the data active = inhibition above about 50%
NOD2 RIPK2 PPI: NOD2-RIPK2 protein interaction inhibition; O43353; CHO BLA complementation NOD2-RIPK2, CCF4 ratio; inhibition, % at 4.98 µM; 360,000 compounds, 0.38% hits; in the data active = inhibition above about 21%;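 also: 0% = vehicle only and 100% = reference blocker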
The depositor's hits bear a star; x = no result given. Some of the compounds tested (hit frequency here may not be typical).

| # | SMILES | EBV LMP1 NFkB | C8 TRAIL sens | LRH-1 inv ag | NCOA3 inh | COUP-TFII inh | TROY NFkB inh | NCOA2 inhibitor | TLR9-MyD88 block | SRC1 inh | TWEAK Fn14 block | NOD2 RIPK2 PPI |
| --- | --- | --- | --- | --- | --- | --- | --- | --- | --- | --- | --- | --- |
| 1 | CCCc1nc2ccccc2c(C(=O)OCC(=O)c2ccc3c(c2)NC(=O)CO3)c1CC | 4 | 0 | 14 | 2 | -31 | 23 | 15 | 11 | -2 | -34 | -9 |
| 2 | Cc1cccc(CC2CC(=O)N(c3ccc([N+](=O)[O-])cc3)C2=O)c1 (stereo unspecified) | -5 | -17 | -1 | -9 | 1 | -14 | -31 | -6 | -31 | 13 | 6 |
| 3 | COCCNC(=O)c1ccccc1NC(=O)Cc1ccccc1 | -4 | -4 | -18 | 8 | -25 | -23 | -3 | -4 | -12 | -11 | 5 |
| 4 | COC(=O)c1sc2ccccc2c1NC(=O)c1ccc(S(=O)(=O)N2CCCCC2C)cc1 (stereo unspecified) | -2 | 2 | -7 | -3 | 12 | -54 | -6 | -13 | 8 | -30 | -18 |
| 5 | CCOC(=O)C(OC(=O)c1sc(=S)n(C)c1C)C(C)=O (stereo unspecified) | 5 | 1 | 5 | 7 | 0 | 2 | -8 | -7 | -33 | -16 | -5 |
| 6 | Cc1ccc(-c2nnc(SCC(=O)OC(C)C)n2N)cc1 | 4 | 4 | -7 | 0 | -7 | -27 | -10 | 1 | -1 | -9 | -5 |
| 7 | NNC(=O)c1c(O)c2cccc3c2n(c1=O)CCC3 | 6 | -24 | 7 | -11 | 5 | 8 | -18 | -2 | -14 | 6 | 8 |
| 8 | O=C1CC(C(=O)Nc2ccc(F)cc2)S/C(=N\N=C\c2ccco2)N1 (stereo unspecified) | -5 | 4 | -4 | 12 | -9 | -16 | 18 | -1 | 17 | -7 | 12 |
| 9 | CN(C)C=C1C(=O)c2ccccc2C1=O | 4 | 3 | -130 | -65 | -31 | 8 | -73 | 7 | -116 | 10 | 0 |
| 10 | COc1cccc(NC(=O)C/C(C)=N/NC(=O)c2ccccc2Cl)c1 | -4 | 16 | -33 | -41 | 6 | -6 | -38 | -12 | -36 | -15 | -10 |
| 11 | N#Cc1ccc(C(=O)N2CCCC(c3cc(C(=O)NCc4cccnc4)no3)C2)cc1 (stereo unspecified) | x | -10 | -14 | -6 | -4 | 14 | -5 | x | -29 | -16 | -3 |
| 12 | CCOC(=O)c1c(C)oc2cc(Br)c(OC(=O)N3CCOCC3)cc12 | 9 | 4 | -17 | 12 | 10 | -17 | -3 | -3 | 6 | 0 | -5 |
| 13 | Cc1nc2c(o1)C(=O)c1ccccc1C2=Nc1ccccc1 | 87* | 95* | 22 | 77* | -5 | 10 | -16 | 10 | 37 | 95* | 3 |
| 14 | Cc1ccc(NS(=O)(=O)c2c(C)[nH]c(C)c2C(=O)N2CCCCC2)cc1C | 3 | -6 | 0 | 12 | 9 | 9 | -4 | -4 | -3 | 11 | -5 |
| 15 | Cc1ccc(NC(=O)COC(=O)/C=C/c2cccs2)cc1 | -8 | 1 | 8 | -2 | -3 | 0 | -10 | 9 | 9 | -1 | 2 |
| 16 | CCCCC1CCC(C(=O)Nc2ccccc2N2CCOCC2)CC1 (stereo unspecified) | -3 | -6 | -4 | -5 | 6 | 16 | -12 | 9 | -3 | -4 | 0 |
| 17 | O=C(NCc1ccco1)c1ccc(NC(=O)C2COc3ccccc3O2)cc1 (stereo unspecified) | -1 | 1 | 5 | -8 | 16 | -4 | -15 | 6 | -33 | 10 | 0 |
| 18 | CC(C)CNc1nnnc2c1sc1nc(N3CCOCC3)c3c(c12)CCCC3 | -1 | 1 | 4 | -18 | 5 | 0 | -5 | -20 | 5 | -19 | -3 |
| 19 | COc1ccc(Cl)cc1NC(=O)CCN1C(=O)NC(C)(C)C1=O | 1 | -8 | -7 | -3 | -25 | -18 | -7 | 4 | -8 | 3 | 2 |
| 20 | CC(C)c1nc(SCC(=O)N2CC(=O)Nc3ccccc32)c2ccccc2n1 | 6 | -4 | 16 | 24 | 0 | 20 | 16 | -1 | 14 | 35 | -2 |
| 21 | N#Cc1c(C(F)(F)F)cc(-c2ccco2)nc1SCc1ccncc1 | 7 | 9 | -8 | -5 | -4 | 9 | 13 | 18 | 4 | 3 | 29* |
| 22 | CC(C)(C)c1csc(NC(=O)C2COc3ccccc3O2)n1 (stereo unspecified) | -31 | 13 | -68 | -57 | -37 | -2 | -69 | 3 | -125 | -34 | -3 |
| 23 | COc1ccccc1N1CCN(C2CCCN(C(=O)c3csc(C)n3)C2)CC1 (stereo unspecified) | 3 | 24 | 7 | 2 | 1 | -4 | -2 | 15 | -2 | -17 | -7 |
| 24 | COC(=O)C1=C(C(=O)OC)C(c2cc(Br)ccc2O)c2sc(=O)[nH]c2S1 (stereo unspecified) | -3 | -15 | -6 | -3 | -5 | -10 | 8 | 0 | 2 | 2 | 5 |
| 25 | Cc1ccc(S(=O)(=O)NCC(c2ccccc2)N2CCCCC2)cc1 (stereo unspecified) | -3 | 15 | 4 | 12 | 2 | -6 | -14 | -1 | 9 | 3 | -10 |
| 26 | CNC(=S)NNS(=O)(=O)c1ccc(OC)cc1OC | 9 | 3 | 8 | 9 | 11 | -5 | -12 | -5 | -1 | 0 | -21 |
| 27 | CCCOc1nc2ccccc2cc1/C=C/C(=O)O | -18 | 3 | -20 | 20 | 10 | -16 | -9 | -10 | -12 | 15 | 2 |
| 28 | Cn1c(=O)n(Cc2ccccc2)c(=O)c2c1nc1n2CCCN1CCc1ccccc1 | 9 | -23 | -35 | 13 | 13 | 11 | 1 | -5 | -56 | 22 | -3 |
| 29 | COC(=O)CSc1nc(NC(C)=O)nc(C)c1Br | 0 | 2 | 11 | 13 | -9 | -5 | -1 | 11 | 1 | -4 | 4 |
| 30 | CCc1c(-c2cccc(OC)c2)ncn1Cc1cccc(-c2ccccc2)c1 | x | 23 | 26 | x | 10 | x | 22 | x | x | x | -3 |

The listing continues:
| # | SMILES | EBV LMP1 NFkB | C8 TRAIL sens | LRH-1 inv ag | NCOA3 inh | COUP-TFII inh | TROY NFkB inh | NCOA2 inhibitor | TLR9-MyD88 block | SRC1 inh | TWEAK Fn14 block | NOD2 RIPK2 PPI |
| --- | --- | --- | --- | --- | --- | --- | --- | --- | --- | --- | --- | --- |
| 31 | COc1ccc(-c2csc(C(C)(NC(C)=O)c3ccccc3)n2)cc1 (stereo unspecified) | x | -6 | -10 | -18 | 15 | -10 | 0 | x | 4 | 3 | -2 |
| 32 | CCN(CC)C(=O)N1CCc2ccccc2C1CN1C(=O)c2ccccc2C1=O (stereo unspecified) | 5 | 7 | -5 | 6 | 8 | 25 | 9 | -10 | 1 | 10 | 3 |
| 33 | C=CCn1c(Br)nc2c1c(=O)n(C)c(=O)n2C | -16 | -18 | 3 | -16 | -8 | 7 | -20 | -2 | -9 | 17 | -4 |
| 34 | CC1CCC(NC(=O)N(CCCl)N=O)CC1 (stereo unspecified) | -16 | 2 | -25 | -70 | 0 | -6 | -22 | 10 | -56 | -38 | 0 |
| 35 | Cc1ccccc1C1(CCN2CCCCC2)CCOC(C)(C)C1 (stereo unspecified) | 7 | -4 | -20 | 0 | 2 | -17 | 5 | -2 | -7 | -3 | -9 |
| 36 | CN(C)C(CNC(=O)c1ccc(NS(=O)(=O)c2ccc3[nH]c(=O)[nH]c3c2)cc1)c1ccccc1 (stereo unspecified) | 3 | 5 | 3 | 3 | 5 | -21 | -8 | 5 | -13 | 10 | 0 |
| 37 | C=C(C)c1cccc(C(C)(C)NC(=O)Nc2nnc(C(C)C)s2)c1 | 5 | 14 | -12 | -1 | 3 | 6 | 5 | -13 | 7 | 4 | 7 |
| 38 | CCN(CC)c1ccc2c(-c3ccc(S(=O)(=O)O)cc3S(=O)(=O)[O-])c3ccc(=[N+](CC)CC)cc-3oc2c1 | 27 | 14 | 38 | 9 | x | 9 | x | 3 | 7 | 22 | -2 |
| 39 | CCNc1nc(N)c(C(=O)C23CC4CC(CC(C4)C2)C3)s1 | -7 | -10 | 3 | 7 | -4 | 7 | 27 | -3 | -2 | 1 | 2 |
| 40 | CCOc1cc2nc3c4ccccc4n(C)c3nc2cc1OCC | -13 | 28 | -18 | -38 | 7 | 3 | -30 | -8 | -24 | 20 | 1 |
| 41 | Cc1cc(F)ccc1S(=O)(=O)Nc1nc2ccccc2nc1Cl | -5 | 14 | 18 | -4 | -16 | -2 | -24 | 3 | 12 | 16 | 0 |
| 42 | Cc1ccc(Cn2nnc3c(=O)[nH]c(C4CCCN(C(=O)Nc5ccc(F)cc5F)C4)nc32)cc1 (stereo unspecified) | 5 | 12 | 2 | 20 | 9 | 7 | -2 | 10 | -28 | 20 | 5 |
| 43 | Cn1c(SCC(=O)Nc2cc([N+](=O)[O-])ccc2F)nnc1C(F)(F)F | -2 | 0 | 17 | 14 | -6 | 14 | -2 | 1 | 11 | -3 | -4 |
| 44 | O=C(CCCN1C(=O)c2ccccc2C1=O)NCc1cccnc1 | -19 | -6 | -3 | 12 | 4 | 13 | -29 | -5 | 6 | 9 | 0 |
| 45 | Cc1ccc(Cn2c(CN3CCN(C(=O)c4ccco4)CC3)nc3c2c(=O)n(C)c(=O)n3C)cc1 | -3 | -1 | -27 | -3 | 0 | 32 | -48 | -1 | -6 | 4 | 5 |

Entries listed so far with an aryl methoxy group:
| # | SMILES | EBV LMP1 NFkB | C8 TRAIL sens | LRH-1 inv ag | NCOA3 inh | COUP-TFII inh | TROY NFkB inh | NCOA2 inhibitor | TLR9-MyD88 block | SRC1 inh | TWEAK Fn14 block | NOD2 RIPK2 PPI |
| --- | --- | --- | --- | --- | --- | --- | --- | --- | --- | --- | --- | --- |
| 10 | COc1cccc(NC(=O)C/C(C)=N/NC(=O)c2ccccc2Cl)c1 | -4 | 16 | -33 | -41 | 6 | -6 | -38 | -12 | -36 | -15 | -10 |
| 19 | COc1ccc(Cl)cc1NC(=O)CCN1C(=O)NC(C)(C)C1=O | 1 | -8 | -7 | -3 | -25 | -18 | -7 | 4 | -8 | 3 | 2 |
| 23 | COc1ccccc1N1CCN(C2CCCN(C(=O)c3csc(C)n3)C2)CC1 (stereo unspecified) | 3 | 24 | 7 | 2 | 1 | -4 | -2 | 15 | -2 | -17 | -7 |
| 26 | CNC(=S)NNS(=O)(=O)c1ccc(OC)cc1OC | 9 | 3 | 8 | 9 | 11 | -5 | -12 | -5 | -1 | 0 | -21 |
| 30 | CCc1c(-c2cccc(OC)c2)ncn1Cc1cccc(-c2ccccc2)c1 | x | 23 | 26 | x | 10 | x | 22 | x | x | x | -3 |
| 31 | COc1ccc(-c2csc(C(C)(NC(C)=O)c3ccccc3)n2)cc1 (stereo unspecified) | x | -6 | -10 | -18 | 15 | -10 | 0 | x | 4 | 3 | -2 |
